NCOA3 inh: SRC3 coactivator transcriptional activity inhibitors, primary screen, cell-based, luminescence; Nuclear receptor coactivator 3 (Homo sapiens), Q9Y6Q9; HEK293 GAL4-SRC3 luciferase reporter; inhibition, % at 3.6 µM; 360,000 compounds, 0.17% hits; AID 588352, 2011;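 active means inhibition above a per-campaign cutoff, the mean of all compounds plus 3 SD, cut at about 60% in these data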;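 further: 0% = DMSO-treated cells and 100% = gossypol-treated cells at 36 µM; higher means less SRC3-driven luciferase light from the GAL4 reporter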
TLR9-MyD88 block: inhibitors of TLR9-MyD88 association in cells, primary screen, cell-based, CHO, BLA complementation, fluorescence; CCF4 FRET ratio; 340,000 compounds, 0.21% hits; Toll-like receptor 9 (Homo sapiens) + Myeloid differentiation primary response protein …; inhibition, % at 4.98 µM; AID 504734, 2011;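 active means inhibition above the mean over all tested compounds plus 3 SD, cut at about 21% in these data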;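 further: 0% = DMSO only wells and 100% = clavulanate BLA inhibitor control wells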
Target sequence (Q99836 whole entry, looked up): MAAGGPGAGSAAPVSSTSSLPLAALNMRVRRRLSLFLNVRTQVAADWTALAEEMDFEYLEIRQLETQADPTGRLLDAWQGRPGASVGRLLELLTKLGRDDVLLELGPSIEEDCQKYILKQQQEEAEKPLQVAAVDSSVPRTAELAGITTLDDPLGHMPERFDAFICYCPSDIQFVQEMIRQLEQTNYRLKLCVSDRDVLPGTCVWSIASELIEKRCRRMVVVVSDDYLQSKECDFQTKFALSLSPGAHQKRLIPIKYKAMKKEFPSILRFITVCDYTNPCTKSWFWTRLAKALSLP
Target sequence (Q9NR96 whole entry, looked up): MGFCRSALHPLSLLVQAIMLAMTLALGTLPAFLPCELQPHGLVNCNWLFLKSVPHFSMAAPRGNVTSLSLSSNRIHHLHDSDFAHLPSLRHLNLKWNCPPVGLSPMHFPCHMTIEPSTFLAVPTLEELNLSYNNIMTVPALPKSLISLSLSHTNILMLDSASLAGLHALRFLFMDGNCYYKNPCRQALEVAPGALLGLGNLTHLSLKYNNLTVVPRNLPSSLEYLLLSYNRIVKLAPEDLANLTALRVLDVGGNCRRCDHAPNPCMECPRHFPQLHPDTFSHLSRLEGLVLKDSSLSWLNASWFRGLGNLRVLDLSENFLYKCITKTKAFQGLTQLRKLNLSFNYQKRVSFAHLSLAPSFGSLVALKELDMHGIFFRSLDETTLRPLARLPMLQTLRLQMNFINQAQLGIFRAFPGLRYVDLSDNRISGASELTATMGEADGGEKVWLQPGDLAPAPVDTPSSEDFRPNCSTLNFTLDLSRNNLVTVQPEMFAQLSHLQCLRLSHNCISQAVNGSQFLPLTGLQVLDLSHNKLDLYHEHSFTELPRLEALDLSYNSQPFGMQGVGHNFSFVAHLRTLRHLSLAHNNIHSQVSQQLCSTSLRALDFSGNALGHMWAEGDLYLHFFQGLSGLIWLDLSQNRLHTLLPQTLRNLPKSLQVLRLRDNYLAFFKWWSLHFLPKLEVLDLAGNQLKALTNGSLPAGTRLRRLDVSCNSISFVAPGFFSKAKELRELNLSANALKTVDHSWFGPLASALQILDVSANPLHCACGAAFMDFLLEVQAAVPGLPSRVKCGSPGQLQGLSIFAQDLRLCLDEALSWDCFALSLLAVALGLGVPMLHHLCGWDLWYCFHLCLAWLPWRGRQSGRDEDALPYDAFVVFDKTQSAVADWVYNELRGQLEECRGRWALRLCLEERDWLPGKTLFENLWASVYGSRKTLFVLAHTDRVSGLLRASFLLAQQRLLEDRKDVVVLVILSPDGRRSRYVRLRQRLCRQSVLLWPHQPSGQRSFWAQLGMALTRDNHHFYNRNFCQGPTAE
NR5A2 inv ag: LRH-1 (NR5A2) inverse agonists, primary screen, cell-based, luminescence, HEK293T, StAR-luciferase reporter | LRH-1 transfected, 24 h | inhibition, % at 3.6 µM | 360,000 compounds, 0.13% hits;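 active means inhibition above the mean inhibition of all tested compounds plus 3 SD, cut at about 73% in these data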;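 further: 0% = DMSO wells and 100% = reporter-only cells lacking LRH-1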
Granule exo inh: LAMP-1 surface exposure blockers, TALL-104 cells – cell-based, flow cytometry, MLPCN library, primary screen; inhibition, % at 10 µM; 360,000 compounds, 0.66% hits; TALL-104 LAMP-1 surface exposure; cells stimulated with thapsigargin and PMA;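 active means inhibition above about 55%, limit read from the data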
ABHD5-PLIN5 inh: ABHD5-PLIN5 interaction inhibitors, primary screen, cell lysate, split luciferase complementation, luminescence; Split G. princeps luciferase complementation, 4 h; 360,000 compounds, 0.78% hits; Perilipin-5 (Homo sapiens) + 1-acylglycerol-3-phosphate O-acyltransferase ABHD5 (Homo …; inhibition, % at 4 µM;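 active means inhibition above the mean inhibition across every tested compound plus 3 SD, cut at about 22% in these data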;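 further: 0% = DMSO only wells and the 100% control is not disclosed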
NCOA1 inh: SRC1 coactivator transcriptional activity inhibitors, primary screen, cell-based, luminescence; Nuclear receptor coactivator 1 (Homo sapiens), Q15788; inhibition, % at 3.6 µM; 360,000 compounds, 0.12% hits; HEK293 GAL4-SRC1 luciferase reporter;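 active means inhibition above the campaign mean plus 3 SD, with each screening campaign given its own cutoff, cut at about 60% in these data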;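 further: 0% = DMSO treated cells and 100% = gossypol at 36 µM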
TROY NFkB inh: inhibitors of TROY-driven NF-kB signaling, primary screen, Q293 LMP1-TROYcd cells, NF-kB luciferase, uHTS | Q293 LMP1-TROYcd NF-kB luciferase reporter, 4 h | inhibition, % at 10 µM | 360,000 compounds, 0.98% hits | AID 1347056, 2019;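 active means compounds whose plate-normalised and pattern-corrected inhibition of the luciferase reporter signal at the single screening dose is 50% or more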
NOD2-RIPK2 inh: NOD2-RIPK2 binding disruptors in cells, primary screen, fluorescence, CHO cells, BLA complementation. AID 624267, 2012. CCF4 ratio. 360,000 compounds, 0.38% hits. inhibition, % at 4.98 µM; in the data active means inhibition above about 21%;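 further: 0% = vehicle only and 100% = reference blocker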
NR2F2 inh: NR2F2 transcriptional activity inhibitors, primary screen, cell-based, luciferase reporter, HEK293T, luminescence; COUP transcription factor 2 (Homo sapiens), P24468; HEK293T NGFI-A luciferase reporter; inhibition, % at 8.6 µM; 370,000 compounds, 0.7% hits;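 active means inhibition above a per-plate cutoff, mean inhibition of test wells between control levels plus 3 SD, cut at about 38% in these data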;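 further: cells cotransfected with COUP-TFII expression vector driving the NGFI-A reporter; 0% = median of COUP-TF2 test wells and 100% = reporter-only cells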
TWEAK-Fn14 inh: inhibitors of TWEAK-Fn14 signaling, primary screen, luciferase reporter cells, uHTS; inhibition, % at 10 µM; 360,000 compounds, 2% hits; TWEAK-stimulated Fn14 reporter cells, luciferase luminescence, 8 h; in the data active means inhibition above about 50%
NCOA2 inhibitor: inhibition of GAL4-SRC2 driven luciferase reporter, primary screen, SRC2 inhibitor project, cell-based, luminescence | Nuclear receptor coactivator 2 (Homo sapiens), Q15596 | HEK293 GAL4-SRC2 luciferase reporter | inhibition, % at 9 µM | 370,000 compounds, 0.17% hits | AID 651957, 2012;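 active means inhibition above the mean inhibition of all tested compounds plus 3 SD, set per campaign, cut at about 52% in these data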;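 further: 0% = DMSO treated cells and 100% = cells given Gossypol at 36 µM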
The depositor's hits bear a star; . = no result given. Not all compounds are listed. The share of hits here may be higher or lower than overall.

SMILES	NCOA3 inh	TLR9-MyD88 block	NR5A2 inv ag	Granule exo inh	ABHD5-PLIN5 inh	NCOA1 inh	TROY NFkB inh	NOD2-RIPK2 inh	NR2F2 inh	TWEAK-Fn14 inh	NCOA2 inhibitor
CCOc1ccc(C(=O)CCC(=O)N2CCN(c3ccccc3O)CC2)cc1	14	-1	11	0	-8	11	9	-16	-4	8	6
Cc1cccc(NS(=O)(=O)c2ccc(NC(=O)CN(c3cc([N+](=O)[O-])ccc3C)S(C)(=O)=O)cc2)c1	40	0	19	13	32*	17	25	-7	-25	19	54*
Cc1cc(F)ccc1S(=O)(=O)Nc1ccc(O)c(Sc2ncn[nH]2)c1	-13	-7	3	11	-2	13	-8	1	-2	12	-7
O=S(=O)(c1ccccc1)N1N=C(c2cccs2)CC1c1ccc(F)cc1 (stereo unspecified)	13	4	-8	30	1	-9	-16	-9	-14	2	-6
CC(Sc1n[nH]c(-c2ccccc2)n1)C(=O)c1c(N)n(C)c(=O)n(C)c1=O (stereo unspecified)	-23	-7	12	0	11	-5	-20	-5	14	-16	-6
COc1ccc(O)c(/C=C(\C#N)C(=O)Nc2cccnc2)c1	-25	3	-25	-1	-1	-52	-47	-11	-12	0	-88
COc1ccc(NC(=O)Cn2cnc3sc(C)c(S(=O)(=O)N4CCOCC4)c3c2=O)cc1Cl	4	-4	-8	5	-4	-10	29	-8	7	5	2
c1ccc(N(c2ccccc2)c2nc(-n3ccnc3)nc(-n3ccnc3)n2)cc1	4	-3	-3	2	3	5	3	-22	-19	32	-37
CCCCN(CC)CCCNC(=O)CC1Oc2ccccc2NC1=O (stereo unspecified)	-3	0	-28	-1	4	3	-8	-2	-7	-14	14
N#Cc1c2c(c(NCCCN3CCOCC3)n3c1nc1ccccc13)CCC2	2	-1	20	2	-2	-6	18	10	-4	0	-5
Cc1ccc(S(=O)(=O)NCC(=O)N2CCOCC2)cc1	10	-7	-11	-1	-10	-3	2	-8	-3	-25	-2
CCCCCCCCn1cc(C(C)=O)c(=O)[nH]c1=O	12	3	3	-1	0	20	-4	-5	-1	11	-3
COc1ccc(NS(=O)(=O)c2cccc(C(=O)NCC3(N(C)C)CCCCC3)c2)cc1	9	14	-10	4	3	0	6	-7	-7	9	-10
O=C(Nc1ccc2c(c1)OCCO2)C1c2ccccc2OCC(=O)N1Cc1ccccn1 (stereo unspecified)	.	.	-36	-1	6	.	3	-7	0	-1	-19
Fc1cccc(NC(=S)Nc2cccnc2)c1	12	5	-3	0	-1	3	1	-7	11	5	-5
CC(C)OCCCNC(=O)CNC(=O)c1ccc(Cl)c(Cl)c1	6	-3	1	0	-1	12	5	-4	3	-9	6
O=C(c1cccc(S(=O)(=O)N2CCCCCC2)c1)N1CCN(Cc2ccccc2)CC1	-25	-2	6	13	-16	-8	-4	10	15	7	22
COc1ccc(NC(=O)COC(=O)Cc2cccs2)cc1OC	-1	6	16	-3	-4	-20	-17	-11	-13	-3	6
CC1=CC(C)(C)N(C(=O)Nc2ccccc2)c2ccccc21	7	-1	-1	-2	2	-40	3	-16	-9	-4	8
Oc1ccc2ccccc2c1CNc1cnc2ccccc2c1	-12	-12	-8	-4	22*	-6	4	-3	-5	21	-33
N/C(=N\OC(=O)c1ccco1)c1ccc(Cl)cc1	-69	-8	-66	0	3	-46	-75	-11	-21	-12	-51
Cc1ccc(NC(=O)C(C)c2ccc([N+](=O)[O-])cc2)cc1Cl (stereo unspecified)	13	-7	17	2	-1	7	33	-2	-8	3	12
Cc1cc(NC(=O)CS(=O)(=O)c2cn(Cc3ccc(F)cc3)c3ccccc23)no1	26	0	22	-2	0	20	35	13	30	-3	16
COCCCNC(=O)c1c[nH]c2ccc(S(=O)(=O)N(C)c3ccccc3C)cc2c1=O	9	10	10	1	9	20	-18	12	23	-9	21
O=C1/C(=C\c2ccco2)NC(=S)N1c1ccccc1	11	-10	-24	24	25*	-12	14	-14	-10	12	-17
O=C1CC(c2ccc(S(=O)(=O)NCc3ccncc3)cc2)CN1 (stereo unspecified)	19	-9	0	3	-5	-15	8	1	7	-21	-8
CCCOc1cccc(C(=O)Nc2cc(NC(=O)c3ccco3)ccc2OC)c1	36	-10	28	2	3	10	-13	1	6	4	-3
O=C(Nc1ccccc1)C1=C[C@@H](C2CC2)C[C@@H](OCc2ccc(CO)cc2)O1	-54	5	-29	-10	-6	-60	-3	-3	-28	-35	-48
COc1ccc(C)cc1NC(=O)C1CCN(S(=O)(=O)c2cccc3nonc23)CC1	5	9	9	-9	-2	16	5	-6	14	-15	5
O=C(CCN1C(=O)c2ccccc2C1=O)N1CCOCC1	-9	-3	-4	-3	0	-7	-13	3	5	-5	2
O=C(Nc1ccc(F)cc1)Nc1ccccc1N1CCCCC1	22	-1	2	0	-5	9	18	-4	11	19	11
CNC(=S)Nc1cccc([N+](=O)[O-])c1	10	-8	3	0	0	-16	-26	-8	5	5	28
O=C(CC(c1ccccc1)c1ccco1)N1CCCCC1 (stereo unspecified)	8	1	-9	-3	6	6	-13	-9	.	-6	.
COc1ccc(C(=O)NCCCNC(=O)c2ccccn2)cc1	27	-9	-12	21	-2	0	-7	-10	-15	-7	7
COC(=O)C(CC(=O)c1ccc(Cl)cc1)c1ccc(C(C)C)cc1 (stereo unspecified)	-1	-1	11	-6	-5	-5	-32	-9	-28	-27	-7
Cc1c(NC(=S)N/C(=N/S(=O)(=O)c2ccccc2)c2ccccc2)c(=O)n(-c2ccccc2)n1C	-5	-5	5	1	5	-1	-7	-8	13	10	12

Reprinted at random: two compounds from above
SMILES	NCOA3 inh	TLR9-MyD88 block	NR5A2 inv ag	Granule exo inh	ABHD5-PLIN5 inh	NCOA1 inh	TROY NFkB inh	NOD2-RIPK2 inh	NR2F2 inh	TWEAK-Fn14 inh	NCOA2 inhibitor
COC(=O)C(CC(=O)c1ccc(Cl)cc1)c1ccc(C(C)C)cc1 (stereo unspecified)	-1	-1	11	-6	-5	-5	-32	-9	-28	-27	-7
CNC(=S)Nc1cccc([N+](=O)[O-])c1	10	-8	3	0	0	-16	-26	-8	5	5	28

More entries:
SMILES	NCOA3 inh	TLR9-MyD88 block	NR5A2 inv ag	Granule exo inh	ABHD5-PLIN5 inh	NCOA1 inh	TROY NFkB inh	NOD2-RIPK2 inh	NR2F2 inh	TWEAK-Fn14 inh	NCOA2 inhibitor
COc1ccc(N(Cc2ccccc2)S(=O)(=O)c2cccc(C(=O)NCC3CCCO3)c2)cc1 (stereo unspecified)	-5	2	18	3	11	8	13	0	-3	-1	6
COc1cccc(/C=C/C(=O)NNC(=O)c2cc(C)oc2C)c1	2	-2	-4	-6	7	-7	-14	1	0	7	7
Cc1ccc(S(=O)(=O)NC23CC4CC(CC(C4)C2)C3)cc1	10	4	13	0	-23	10	13	-2	6	-4	0
Brc1c(-c2ccccc2)nc2n1Cc1ccccc1-2	-109	-6	-59	-14	9	-91	-46	-9	-25	-14	-73
CC(=O)NC1=NC(=O)/C(=C/c2cc(C)n(-c3ccc(NC(C)=O)cc3)c2C)S1	-3	-8	-18	-1	1	-2	-4	5	0	31	0
CC(C)c1cc(-c2n[nH]c(=S)n2Cc2ccccc2)cs1	4	-1	-2	1	-12	-8	3	4	15	-6	1
CC1Cc2cccc3ccc(=O)n(c23)C1 (stereo unspecified)	-7	-6	-27	-4	-7	-11	7	5	-21	-6	-17
Oc1ccc2ccccc2c1CN1CCOCC1	10	3	15	-3	10	-15	-14	2	0	17	-5
O=C1C2C3C=CC(C3)C2C(=O)N1c1ccccc1OS(=O)(=O)c1ccccc1 (stereo unspecified)	20	-16	11	-1	2	-18	12	1	13	-4	18
CCc1ccc(CCC(=O)Nc2ccccc2C(=O)O)o1	-68	4	-61	4	-2	-58	-11	-2	-14	-3	-29
COc1ccccc1C1CC(=O)Oc2c(C(C)C)ccc(C)c21 (stereo unspecified)	2	-13	-12	-4	-3	2	16	-7	-16	14	6
COc1ccc(Cl)cc1N1C(=NC(=O)C2CCCCC2)SC2CS(=O)(=O)CC21 (stereo unspecified)	-4	-3	12	-9	-1	-1	-2	5	-5	-1	-25
C[C@H](CO)N1C[C@H](C)[C@@H](CN(C)C(=O)Nc2ccc3c(c2)OCO3)Oc2c(NC(=O)Cc3ccccc3)cccc2C1=O	16	-7	-14	5	-2	-1	-21	2	-15	-7	-20
O=C(O)c1cc(-c2ccc(Cl)cc2)n(-c2cccc(Cl)c2)n1	1	-5	11	8	5	-9	-12	-14	6	-8	17
COc1ccc(CCn2c(C(C)C)nc3oc4ccccc4c(=O)c3c2=O)cc1	6	-5	-2	-8	10	8	-16	-2	11	-4	-20
CCOC(=O)CSc1nnc(-c2c[nH]c3ccccc23)o1	-33	1	7	6	1	-10	-34	4	-3	-18	-7
CN(C)CC[C@@H](c1ccc(Br)cc1)c1ccccn1	-5	8	4	0	0	-16	-7	-6	-12	5	-4
Cc1cnc2nc(-c3ccccc3)ccc2c1	-81	.	-158	4	0	-94	-4	-9	-38	9	-47
O=C(NC1CCCCCC1)c1ccc(N2CCCC2=O)cc1	-48	0	-83	4	-3	-67	-48	4	-49	4	-58
CN(CC(=O)N1CCOCC1)C(=O)CSc1nc2ccccc2s1	13	6	8	-2	0	-3	21	-2	6	9	3
O=C(C1CCN(S(=O)(=O)N2CCC3(CC2)OCCO3)CC1)N1CCOCC1	16	1	10	-1	-1	-2	-23	-12	5	-6	-4
CCCCCc1nnc(NC(=O)OCCC)s1	-4	6	-18	-7	7	-25	-65	-8	0	-17	-23
Cc1ccc(C)c(S(=O)(=O)NCc2ccc(C(=O)N3CCCCCC3)cc2)c1	24	-10	3	11	-3	5	10	3	-7	6	18
O=C1CC(Sc2ncccn2)C(=O)N1c1ccccc1 (stereo unspecified)	2	3	0	0	-4	-5	-17	-1	5	2	24
Cc1nc2ccccc2c(=O)n1/N=C/c1ccccn1	-19	2	16	0	-1	-12	-23	-3	-15	2	6
O=C(Nc1cccc(-c2nnco2)c1)c1cccs1	27	3	0	-1	12	13	-9	-1	-8	20	-24
Cc1cccc(CCNC(=O)CC2C(=O)NCCN2Cc2ccccc2C)n1 (stereo unspecified)	6	2	-3	-2	3	-28	-16	-6	-17	11	2
CCOc1ccc2[nH]c(=O)c(CN(Cc3cccnc3)C(=O)Nc3ccccc3OC)cc2c1	-4	6	16	-1	-1	-4	-2	-5	-6	16	-40
O=C(CNC(=O)c1cccc(F)c1)N/N=C/c1ccc([N+](=O)[O-])s1	3	-13	20	20	-8	-18	3	-11	-1	16	7

Compound activity as filed in PubChem BioAssay.
